Bioassay records deposited in PubChem by National Center for Advancing Translational Sciences (NCATS).
S-ASM inh: Inhibitors of Secretory Acid Sphingomyelinase (S-ASM): qHTS; placental ASM, HMU-PC fluorogenic substrate, 60 min; 340,000 compounds, 0.006% hits; Sphingomyelin phosphodiesterase (Homo sapiens), P17405; Potency, µM (highest dose often 57.5 µM), inactives show at the highest dose activity change, negative = inhibition, actives largely listed as inhibitors; also: potency is read from the fitted curve at half-maximal effect
Target sequence (P17405 47-631 limits assumed): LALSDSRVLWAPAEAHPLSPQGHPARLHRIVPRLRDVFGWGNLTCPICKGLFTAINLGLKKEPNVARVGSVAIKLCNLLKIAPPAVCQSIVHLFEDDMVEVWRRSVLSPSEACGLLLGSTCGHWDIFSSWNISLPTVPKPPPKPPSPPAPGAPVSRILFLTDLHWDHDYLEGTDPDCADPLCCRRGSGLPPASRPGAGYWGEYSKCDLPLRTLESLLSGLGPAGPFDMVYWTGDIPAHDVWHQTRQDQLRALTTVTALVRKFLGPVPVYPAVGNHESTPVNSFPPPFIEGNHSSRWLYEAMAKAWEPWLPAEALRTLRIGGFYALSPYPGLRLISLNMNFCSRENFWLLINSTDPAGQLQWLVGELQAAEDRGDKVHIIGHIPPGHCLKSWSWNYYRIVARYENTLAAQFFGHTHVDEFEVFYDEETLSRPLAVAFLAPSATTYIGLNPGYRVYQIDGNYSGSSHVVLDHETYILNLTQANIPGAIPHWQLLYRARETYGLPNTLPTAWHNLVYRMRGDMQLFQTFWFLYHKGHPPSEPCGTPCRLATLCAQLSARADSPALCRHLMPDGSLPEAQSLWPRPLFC
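Fluorescence read-out (Ex 386 nm, Em 447 nm) after stopping the reaction at pH 10. Enzyme: ASM from human placenta; substrate HMU-PC0, 9 uM final; 60 min, 37 °C. Compound preincubation 10 min, ambient temperature.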
MBNL1-CUG inh: qHTS Assay for Inhibitors of MBNL1-poly(CUG) RNA binding | Potency, µM (series often up to 57.5 µM), inactives show at the highest dose activity change, negative = inhibition, usual class: inhibitors | AID 2675, 2010 | Muscleblind-like protein 1 (Homo sapiens), Q9NR56 | TR-FRET MBNL1-His/biotin-(CUG)12 binding, 665/545 ratio | 280,000 compounds, 0.036% hits; active = well fitted inhibition curve with a large enough effect in the signal ratio, with a control signal flat, not every such curve was filed as active; inconclusive = small, poorly fitted or top-dose-only effect, or effect the other way, or a change in a side signal; inactive = no such curve, though single readings can be large or run the other way; the % refers to the signal ratio; also: potency is read from the fitted curve at half-maximal effect; % is scaled to controls: 0 for no effect and ±100 for the full control effect
Target sequence (Q9NR56 whole entry, looked up): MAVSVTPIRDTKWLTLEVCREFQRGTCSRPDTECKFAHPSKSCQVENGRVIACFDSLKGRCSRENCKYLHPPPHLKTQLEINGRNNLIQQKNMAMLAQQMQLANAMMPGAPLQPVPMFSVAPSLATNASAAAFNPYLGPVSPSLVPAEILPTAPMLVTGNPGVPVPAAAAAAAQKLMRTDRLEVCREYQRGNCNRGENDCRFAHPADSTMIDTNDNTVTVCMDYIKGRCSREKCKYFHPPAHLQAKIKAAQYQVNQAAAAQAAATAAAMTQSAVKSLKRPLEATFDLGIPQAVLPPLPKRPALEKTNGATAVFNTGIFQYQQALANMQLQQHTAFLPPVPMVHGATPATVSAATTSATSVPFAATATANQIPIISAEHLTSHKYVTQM
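Inhibition of protein-RNA binding appears as loss of TR-FRET between terbium anti-His antibody on MBNL1-His and streptavidin-XL665 on biotin-(CUG)12. Activity is normalized to buffer-only and uninhibited-complex controls.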
TRPV1 agonist: HTS Assay for Compounds that Act as Agonists of the Vanilloid Receptor 1. 320,000 compounds, 0.19% hits. AID 540275, 2011. Transient receptor potential cation channel subfamily V member 1 (Homo sapiens), Q8NER1. activation, % at 8.33 µM. TRPV1-expressing cells, Fluo-8 calcium influx, agonist mode; in the data active = activation above about 80%; inconclusive = between about 30% and that limit; also: 0% is about no effect
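Cells expressing TRPV1 were dye-loaded with Fluo-8 and read kinetically: 10 s baseline, 3 min after compound (agonist portion), then 2 min after EC20 capsaicin (allosteric enhancer portion). Calcium-bound dye fluorescence at 480/520 nm.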
CXXC DNA block: qHTS Fluorescence Polarization Assay for Inhibitors of MLL CXXC domain - DNA interaction; Histone-lysine N-methyltransferase 2A (Homo sapiens), Q03164; MLL-CXXC / FITC-HOXA9 DNA fluorescence polarization; Potency, µM (highest dose often 115 µM), without a hit: at the highest dose activity change, negative = inhibition, most hits filed as inhibitors; 290,000 compounds, 0.037% hits; AID 2662, 2010; active = well fitted inhibition curve with a large enough effect in the polarisation, with a control signal flat, not every such curve was filed as active; inconclusive = small, poorly fitted or top-dose-only effect, or effect the other way, or a change in a side signal; inactive = no such curve, though single readings can be large or run the other way; the % refers to the polarisation; also: potency is read from the fitted curve at half-maximal effect
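Steps: dispense CXXC domain solution (7 uM) → pin compounds or unlabeled HOX-A9 DNA control → 5 min ambient → add FLSN-HOX-A9 solution (50 nM) → spin → 30 min ambient → fluorescence polarization. Tris pH 7.5/NaCl/DTT/BSA buffer.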
Integrin act MD: qHTS for Activators of Integrin-Mediated Alleviation for Muscular Dystrophy | Potency, µM (doses to about 38.3 µM), for inactives: at the top dose activation, most hits filed as activators | alpha7betagal myoblasts, beta-gal FDG fluorescence, 48 h | 350,000 compounds, 0.064% hits;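 also: potency is read from the fitted curve at half-maximal effect; 100% = response of the positive control SU9516; nearly all actives have a fitted effect of over 60% in size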
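alpha7betagal+/- myoblasts (passage 13, 250/well) treated 48 h at 37C with compounds at 1:260 dilution of DMSO stock. Lysed, then beta-galactosidase activity read as FDG fluorescence (ex 480/em 540) after 30 min, with pre-read for autofluorescence.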
KCNH2 3.1 inh: qHTS for Inhibitors of KCHN2 3.1: Mutant qHTS; U2OS KCNH2 3.1, thallium flux FluxOr; active compounds read low; AID 720553, 2013; 340,000 compounds, 0.95% hits; Potassium voltage-gated channel subfamily H member 2, brain isoform KCNH2 3.1 (human); activity change, % (tested at about 1.8 µM);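 active = maximum activity change below -70%; inconclusive = maximum activity change from -70% to -50%; inactive = maximum activity change above -50%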;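 also: thallium influx rate constant from kinetic fluorescence after stimulation buffer; % is scaled to controls: 0 for no effect and ±100 for the full control effect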
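U2OS cells transduced with KCNH2 3.1 mutant virus (1.77 x 10^8 /mL, 4 h), plated overnight at 37 C, loaded 45 min with FluxOr dye plus Red40 quencher. Thallium flux rate constant from kinetic reads after stimulation buffer, normalised to controls.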
hERG WT inh: qHTS for Inhibitors of KCHN2 3.1: Wildtype qHTS. Voltage-gated inwardly rectifying potassium channel KCNH2 (Homo sapiens), Q12809. U2OS, BacMam KCNH2, thallium flux FluxOr; active compounds read low. activity change, % at 1.84 µM. 340,000 compounds, 0.37% hits. AID 720551, 2013;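 active = maximum activity change below -70%; inconclusive = maximum activity change between -70% and -50%; inactive = maximum activity change above -50%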; also: % is scaled to controls: 0 for no effect and ±100 for the full control effect
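U2OS cells transduced with wild-type KCNH2 virus are loaded with FluxOr dye for 45 min, and thallium flux is measured in kinetic reads before and after stimulation buffer. Rate constants are normalized to DMSO controls.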
Coupling enz: qHTS Assay for Inhibitors of Fructose-1,6-bisphosphate Aldolase from Giardia Lamblia: Coupling assay counterscreen. coupling enzyme system counterscreen, AmpLite Red fluorescence. activity change, negative = inhibition, % at 58.2 µM, hits read low. 290,000 compounds, 0.67% hits. AID 2472, 2010; in the data active = activity change below about -30%; also: % is scaled to controls: 0 for no effect and ±100 for the full control effect
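Compounds tested against the coupling enzymes alone at 57.5 uM final; readout was AmpLite Red fluorescence (525/598 nm) after 20 min at RT.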
A-T KAP1 phos: qHTS Assay for Identifying a Potential Treatment of Ataxia-Telangiectasia; […] A-T fibroblasts, KAP-1 phosphorylation AlphaLISA; neocarzinostatin DNA damage 30 min before lysis; Potency, µM (highest dose often 57.5 µM), inactives show at the highest dose activation, actives largely listed as activators; 320,000 compounds, 0.19% hits; also: potency is read from the fitted curve at half-maximal effect; % of control where 0% means no effect; nearly all actives have a fitted effect of over 45% in size
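hTERT-immortalized A-T patient fibroblasts ([…]), 500 cells/well in OPTI-MEM, 1% FBS, got compounds for 60 min, then NCS for 30 min at 37C. Lysates were then assayed for phospho-KAP-1 by AlphaLISA (anti-pKAP1 donor, anti-KAP1 acceptor beads), 6 hr at 25C.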
GALK inh: qHTS Assay for Inhibitors of Human Galactokinase (GALK); Purified GALK, Kinase-Glo residual ATP luminescence; Potency, µM (doses to about 57.5 µM), for inactives: at the highest dose activity change, negative = inhibition, usual class: inhibitors; AID 1868, 2009; 270,000 compounds, 0.007% hits; also: potency is read from the fitted curve at half-maximal effect; % is scaled to controls: 0 for no effect and ±100 for the full control effect
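5 nM enzyme, 35 uM ATP, 100 uM galactose, 20 mM HEPES pH8.0, 5 mM MgCl2; 1 h RT; residual ATP by Kinase-Glo Plus luminescence, qHTS format.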
The depositor's hits bear a star; ? = inconclusive; · = not tested or not shown; [ ] = another dose, or the depositor's remark. Unless noted, calls follow the shape of the dose curve; as a rule, active = well fitted curve in the direction sought with a large enough effect; inconclusive = small, poorly fitted or top-dose-only effect, or another doubt; inactive = no such curve, though single readings can be large; an effect the other way counts as inactive or inconclusive.

SMILES	S-ASM inh	MBNL1-CUG inh	TRPV1 agonist	CXXC DNA block	Integrin act MD	KCNH2 3.1 inh	hERG WT inh	Coupling enz	A-T KAP1 phos	GALK inh
O=C(CCC1CCCCC1)NCc1ccccn1	-1.9%	9.5%	-2.7	-1.1%	17.4%	9.6	-8.5	3.1	·	0.6%
CC(C)Oc1ccc(S(=O)(=O)N2CCCCC2)cc1NC(=O)C1CCCC1	0.5%	·	?	·	7.8%	7.8	-3.3	·	1.3%	·
O=C1N=c2ccc(Br)cc2=C1c1sc(=S)n(NS(=O)(=O)c2ccccc2)c1O	-8.2%	5.3%	-3.5	-5.6%	-10.3%	-14.5	-46.4	0.4	-11.4%	11.8%
Cc1nc(SCC(=O)NC2CCCC2)c2c(C)c(C)sc2n1	-0.4%	-2.1%	13.3	4.3%	-31.9%	-1.9	-8.4	4.4	3.2%	0.9%
O=C1CC(Nc2ccc(N3CCOCC3)cc2)C(=O)N1c1cccc(C(F)(F)F)c1 (stereo not given)	-9.4%	13.4%	2.1	-19.3%	8.6%	10.9	-0.7	-36.3*	·	0.3%
CN(C(=O)CC1C(=O)NCCN1Cc1ccc(F)cc1Cl)C1CCCCC1 (stereo not given)	49.2%[activator]	1.6%	-0.1	30.6%[activator]	0.0%	-14.4	-26.1	·	4.5%	-3.9%
O=C(CN1CCOCC1)NNC(=S)Nc1ccc(Cl)cc1	5.2%	1.4%	-0.4	20.8%	4.6%	-3.7	-3.1	-3.6	2.7%	1.6%
CCOc1ccc(-c2nn3c(-c4ccccc4)nnc3s2)cc1	-13.5%	1.0%	14.2	12.1%	30.5%	-0.4	-6.4	1.3	14.8%	-2.9%
CC(C)(C)NC(=O)C(c1ccncc1)N(C(=O)Cn1nnc(-c2ccc(F)cc2)n1)c1cccc(F)c1 (stereo not given)	3.9%	-4.4%	0.1	-2.7%	-7.9%	-8.5	-6.6	-2.5	-3.3%	1.5%
CN(C(=O)c1ccc(NC(=O)C2CCN(C(=O)OC(C)(C)C)CC2)cc1)C1CCC1	0.1%	·	·	·	6.7%	-0.7	-2.1	·	12.9%	·
O=C(Nc1ccccc1Oc1cccnc1)C1CCCN(Cc2cccc(Cl)c2)C1 (stereo not given)	4.9%	-8.7%	4.0	-8.3%	3.5%	-17.6	7.9	3.7	18.8%	2.8%
O=C(CSc1nc2ccccc2s1)N/N=C/c1ccco1	-2.7%	-12.1%	0.5	-8.8%	7.5%	15.6	-21.2	-10.6	-4.3%	0.7%
CC(=O)c1ccc(OCCOc2ccc(Cl)c3cccnc23)cc1	0.4%	36.3%[activator]	-3.9	0.5%	-5.0%	-0.2	-5.1	3.5	2.4%	-1.3%
CC(C)(C)OC(=O)N[C@H](/C=C/c1ccccc1)C(=O)OC(C)(C)C	-1.5%	·	?	·	0.6%	0.2	37.0	·	7.7%	·
Cc1ccc(SCCC(=O)Nc2ccc(Br)c(C)c2)cc1	-23.6%	1.3%	16.9	5.4%	-10.8%	6.5	-3.4	3.0	2.5%	-4.5%
Cc1cccc(Oc2ccc3c(c2)cc(C(=O)O)n3C)c1	2.6%	-2.6%	3.7	-25.9%	6.6%	6.6	-1.5	11.9	3.2%	-4.1%
COc1ccc(C(=O)NNC(=O)c2cc3cc(OC)ccc3oc2=O)cc1	-0.7%	·	·	-7.9%	17.9%	-28.6	-0.6	3.2	21.4%	0.6%
O=C(CCCc1ccccc1)Nc1cccc2c1CCCC2	4.2%	1.8%	?	5.6%	-2.3%	14.7	5.2	-4.9	-1.9%	2.2%
Cc1ccc(-c2nc(-c3cccnc3)sc2CC(=O)O)cc1	5.7%	-1.9%	-0.1	5.7%	-15.3%	6.9	-12.2	1.9	-10.8%	8.2%
CCOc1ccccc1NC(=O)Nc1cccc(C(C)=O)c1	-2.5%	6.1%	?	-2.1%	17.7%[7.66 µM]	-0.3	-0.6	2.1	·	6.9%
O=C1Cc2cc(S(=O)(=O)N3CCN(c4ccccc4)CC3)ccc2N1	-5.5%	1.8%	3.5	·	6.2%	1.1	-4.2	2.5	-4.2%	·
O=c1oc2ccccc2cc1-c1nc2c(s1)CCCC2	·	15.8%	10.5	-7.9%	13.6%	-86.6*	0.8	0.5	21.3%	2.4%
CCCCCCN(C(=O)CCCCCN1C(=O)NC(c2ccc(-c3ccccc3)cc2)C(C(=O)OCc2ccccc2)=C1C)C(C(=O)NCCCC)C1CCCCC1 (stereo not given)	·	-10.3%	1.7	10.6%	·	·	·	4.1	-38.7%	-0.2%
O=S(=O)(c1ccc(C2CCCCC2)cc1)N1CCOCC1	-2.6%	-19.9%	26.6	-2.1%	-10.1%	-15.5	2.8	4.4	·	·
O=C(CN(C(=O)Cn1nnc(-c2cccs2)n1)c1ccc2c(c1)OCCO2)NCc1ccccc1	-0.7%	-2.1%	2.3	12.0%	-3.8%	-9.4	-17.3	-4.6	-0.6%	-2.6%
COc1ccc([N+](=O)[O-])c2c(=O)ccoc12	-3.3%	·	-1.7	3.5%	1.7%	9.5	1.3	-0.3	-0.6%	1.0%
Cc1cc(=O)c(C(=O)OC(C)C(=O)NC(N)=O)nn1-c1ccc(Cl)cc1 (stereo not given)	-3.0%	12.8%	0.9	-10.4%	-13.3%	-2.5	0.4	-0.6	4.4%	13.9%
O=C(Nc1ncn[nH]1)c1c(Cl)ccc(Cl)c1Cl	9.1%	-3.4%	-8.1	-10.1%	-2.6%	14.0	2.1	-11.1	9.5%	0.4%
COc1ccc(/C=C/C(=O)NCc2ccccn2)cc1OC	5.1%	?	-9.6	-16.2%	?	3.7	-1.9	-21.6	8.9%	4.2%
CCOC(=O)COc1ccc(S(=O)(=O)Nc2cccc(SC)c2)cc1	-3.3%	-0.8%	-0.5	5.2%	8.1%	19.5	26.3	-2.2	-4.2%	-2.7%
COc1cc(CC(=O)Nc2nc(-c3ccccc3)c(C(C)=O)s2)cc(OC)c1OC	-0.8%	406.8%[activator]	2.1	8.8%	-14.1%	-13.9	-1.5	0.9	7.4%	11.7%
COc1ccc(-c2cc3n(n2)CCc2nc4ccccc4n2-3)cc1	-1.2%	-10.6%	4.8	-5.2%	34.2%	11.9	-2.6	-4.6	-2.8%	-2.2%
CCOC(=O)CC1C(=O)NCCN1C(=O)c1sc2ccccc2c1Cl (stereo not given)	4.3%	-4.4%	4.1	8.7%	-13.0%	4.2	-11.3	0.2	2.5%	-1.8%
O=C(CN1C(=O)C(=O)c2ccccc21)NC1CCCCC1	-0.8%	5.6%	-2.6	-6.1%	-8.2%[7.66 µM]	14.5	4.1	-7.2	-5.0%	-4.5%
Cc1ncc([N+](=O)[O-])n1S(=O)(=O)c1cc(Br)ccc1Br	-5.0%	-15.2%	-3.6	4.2%	-30.3%	5.0	10.0	6.2	-7.2%	-5.1%
Cc1ccc(N2C(=O)c3ccccc3C2C(=O)c2ccc(O)cc2O)cc1 (stereo not given)	-8.6%	12.4%	2.8	0.6%	10.8%	·	26.5	3.5	4.3%	1.3%
Cc1cc(SCc2ccc(Cl)cc2Cl)nc(=O)[nH]1	-24.2%	10.0%	1.4	24.3%	-12.7%	-10.2	3.5	3.6	3.1%	-1.4%
CCCN1C2CCCC1CC(NC(=S)Nc1ccc(OC)cc1)C2 (stereo not given)	4.2%	0.4%	-0.8	43.0%[activator]	-23.7%	-11.8	45.7	4.4	2.7%	-2.8%
O=C(Nc1ccccc1C(=O)N1CCNCC1)c1ccco1	·	-5.5%	-1.9	14.0%	·	·	·	2.5	0.2%	0.4%
O=C(NCCCN1CCc2ccccc2C1)C1CCN(S(=O)(=O)N2CCCC2)CC1	3.0%	13.3%	-2.0	5.7%	-8.0%	-6.1	-0.6	·	2.6%	-1.5%

Rows are unselected; about 2% have a hit in one of these screens.
